PLCb3 inh – human PLC-beta3 inhibitors, primary screen, biochemical, fluorescence; 0.18% of 370,000 active; inhibition, % at 12.2 µM; AID 720704, 2013; Purified PLC-beta3, fluorogenic substrate; in the data active = inhibition above about 11%;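 note: 0% = median of compound wells on plate and 100% = full blocker control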
SMARCA2 act – SMARCA2 (BRM) function activators, primary screen, cell-based, luminescence, high throughput; MG213 cells, MMTV-luciferase reporter, dexamethasone, overnight; activation, % at 9.1 µM; 1% of 370,000 active; AID 652017, 2013; in the data active = activation above about 7.8%;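 note: 0% = vehicle wells and 100% = reference activator wells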
DAX1 inh-1 – DAX1 (NR0B1) inhibitors on StAR promoter, primary screen, cell-based, luminescence, SF-1 (NR5A1), full-length DAX-1; inhibition, % at 6.8 µM; AID 652010, 2013; 1.1% of 370,000 active; HEK293T StAR-luciferase reporter, SF-1/DAX-1 repression relief;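 active = inhibition above the mean over all tested compounds plus 3 SD, cut at about 3.6% in these data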;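 note: 0% = DAX-1 cells with DMSO and 100% = cells lacking DAX-1 with DMSO; higher inhibition means more luminescence from relief of DAX-1 repression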
PG9 binder – binders of HIV-1 gp120 antibody PG9, primary screen, biochemical, TR-FRET | TR-FRET gp120-PG9 antibody binding | inhibition, % at 6.7 µM | 0.43% of 360,000 active; in the data active = inhibition above about 8.5%
hgDAF12 agonist – H. glycines DAF-12 receptor agonists, primary screen, cell-based, luminescence, HEK293, GAL4 fusion, UAS-luciferase. activation, % at 6.8 µM. AID 687014, 2013. HEK293 GAL4-hgDAF12 UAS-luciferase reporter, agonist luminescence; normalized to butyrate control. 1.8% of 370,000 active. Nuclear hormone receptor DAF-12 (Heterodera glycines), GAL4 fusion;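 active = activation above a cutoff set at the mean of all screened compounds plus 3 SD, cut at about 10% in these data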;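 note: 0% = DMSO wells and 100% = sodium butyrate wells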
hcDAF12 agonist – H. contortus DAF-12 nuclear receptor activators, primary screen, cell-based, luminescence, HEK293, lit1-tk-luc reporter; activation, % at 6.8 µM; AID 652067, 2013; 1.4% of 370,000 active; HEK293 hcDAF-12 lit1-tk-luc reporter; 0% DMSO, 100% Δ7-dafachronic acid;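 active = activation above the mean of all tested compounds plus 3 SD, cut at about 5.5% in these data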;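 note: 100% = response to 3 µM Δ7-dafachronic acid high control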
GAA850 FXN act – FXN promoter activators, primary screen, cell-based, luciferase luminescence, HEK293 lucGAA850. AID 540364, 2011. activation, % at 6 µM. HEK293 lucGAA850 FXN promoter luciferase reporter, 24 h; percent of 10 µM SAHA response. 0.56% of 360,000 active;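 active = activation above the average of all compounds screened plus 3 SD, cutoff fixed separately per campaign, cut at about 7.5% in these data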;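 note: 0% = DMSO wells and 100% = 10 µM SAHA wells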
DAX1 inh-2 – DAX1 (NR0B1) inhibitors, primary screen, cell-based, HEK293, Gal4-DAX1, luciferase luminescence | Nuclear receptor subfamily 0 group B member 1 (Homo sapiens), P51843 | HEK293 Gal4-DAX1 luciferase reporter | inhibition, % at 6.75 µM | 0.99% of 340,000 active | AID 504766, 2011;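 active = inhibition above the mean over all tested compounds plus 3 SD, cut at about 4.2% in these data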;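 note: 0% = DAX1-transfected cells with DMSO and 100% = empty-vector control cells with DMSO; inhibition shows as a rise in luminescence from relieved DAX1 repression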
Target sequence (P51843 207-470 limits assumed): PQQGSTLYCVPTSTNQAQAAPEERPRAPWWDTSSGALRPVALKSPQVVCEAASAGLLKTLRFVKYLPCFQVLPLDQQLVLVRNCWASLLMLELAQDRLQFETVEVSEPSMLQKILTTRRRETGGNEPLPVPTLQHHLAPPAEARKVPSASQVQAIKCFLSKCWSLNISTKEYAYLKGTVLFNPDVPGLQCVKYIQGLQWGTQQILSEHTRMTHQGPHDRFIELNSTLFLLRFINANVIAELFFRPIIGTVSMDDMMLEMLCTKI
ssDAF12 agonist – S. stercoralis DAF-12 nuclear receptor activators, primary screen, cell-based, luminescence, HEK293, GRIP1 co-expression, lit1-tk-luc | HEK293 ssDAF-12/GRIP1 lit1-tk-luc reporter; % of 3 µM dafachronic acid response | activation, % at 6.8 µM | 1% of 370,000 active;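 active = activation above the mean over all tested compounds plus 3 SD, cut at about 0.9% in these data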;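 note: 0% = DMSO-only wells and 100% = 3 µM delta7-dafachronic acid wells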
sPLA2-III inh – human group III sPLA2 inhibitors, primary screen, biochemical, QFRET, BODIPY PC-A2 liposome substrate. inhibition, % at 12.2 µM. QFRET BODIPY PC-A2 liposome hydrolysis, fluorescence. 0.56% of 370,000 active;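 active = inhibition above mean plus 3 SD of compounds lying within the high and low control bounds, cut at about 19% in these data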;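 note: 0% = median of test compound wells and 100% = no enzyme DMSO wells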
Rev-erbA mod – modulators of Rev-erb alpha DNA binding, primary screen, biochemical, FITC-DNA, fluorescence polarization, uHTS; Nuclear receptor subfamily 1 group D member 1 (Homo sapiens), P20393; Rev-erbα–FITC-DNA binding, 90 min; activity, % at 10 µM; 0.79% of 370,000 active; AID 1259318, 2017;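 active = activity above about 14%, limit read from the data; passing the limit was not always enough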;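 note: 0% = DMSO wells with 35 nM protein and 100% = DMSO wells with 750 nM protein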
Target sequence (P20393 whole entry, looked up): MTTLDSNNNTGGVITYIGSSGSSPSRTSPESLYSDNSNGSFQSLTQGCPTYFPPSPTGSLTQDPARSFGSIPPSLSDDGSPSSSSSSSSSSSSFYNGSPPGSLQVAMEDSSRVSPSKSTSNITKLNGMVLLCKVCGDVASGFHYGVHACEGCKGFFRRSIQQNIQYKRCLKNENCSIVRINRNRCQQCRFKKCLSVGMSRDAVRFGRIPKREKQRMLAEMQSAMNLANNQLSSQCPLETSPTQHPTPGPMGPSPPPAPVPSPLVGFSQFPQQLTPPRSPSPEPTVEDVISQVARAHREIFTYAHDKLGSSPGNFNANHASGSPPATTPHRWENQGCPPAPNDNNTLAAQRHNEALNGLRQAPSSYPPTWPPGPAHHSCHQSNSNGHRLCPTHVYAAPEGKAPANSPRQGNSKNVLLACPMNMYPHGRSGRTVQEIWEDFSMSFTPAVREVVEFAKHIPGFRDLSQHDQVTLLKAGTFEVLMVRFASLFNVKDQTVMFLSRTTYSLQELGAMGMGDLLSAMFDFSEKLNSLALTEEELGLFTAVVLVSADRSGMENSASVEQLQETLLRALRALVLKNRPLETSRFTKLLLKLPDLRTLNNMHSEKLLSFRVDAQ
The depositor's hits bear a star; . = not tested or not shown.

SMILES	PLCb3 inh	SMARCA2 act	DAX1 inh-1	PG9 binder	hgDAF12 agonist	hcDAF12 agonist	GAA850 FXN act	DAX1 inh-2	ssDAF12 agonist	sPLA2-III inh	Rev-erbA mod
COc1ccc2c(c1)OC(O)(C(F)(F)F)CC2=O (stereo not given)	-3	-2	0.3	-2.1	-0.9	0.6	-1.0	0.1	-0.3	1	0
NNC(=O)CNC(=O)c1ccc(F)cc1	-3	0	-0.2	-1.4	-1.8	-0.8	0.8	-1.3	-1.2	2	-2
O=c1nc2sc3ccccc3n2c(=O)n1-c1ccc(Cl)cc1	1	3	2.5	4.2	5.8	4.1	2.1	1.3	-0.9	1	1
CCOC(=O)CC1(NC(=O)C2CCC(=O)N(Cc3ccccc3F)C2)CCCCC1 (stereo not given)	-4	0	0.0	0.4	-0.6	-0.6	2.5	0.3	-1.2	4	3
Cc1ccnc(NS(=O)(=O)c2ccc(NC(=O)c3ccc(C)o3)cc2)n1	2	3	0.2	0.5	-2.8	-0.5	-0.9	-0.8	-0.9	0	1
COc1cccc(N2CCN(c3ncccn3)CC2)c1	-2	3	2.0	0.3	4.3	1.6	0.2	1.6	-0.4	8	0
NC(=O)C1CCN(C(=O)COc2ccc3ccccc3c2Br)CC1	0	2	0.2	1.3	-1.6	-2.8	-1.0	-0.6	-1.0	-4	-1
C[C@@H]1CN([C@H](C)CO)C(=O)c2cc(Br)cnc2O[C@@H]1CN(C)C(=O)Nc1ccccc1	2	-4	-0.5	0.2	0.5	-0.7	-0.3	1.0	-1.2	8	6
Cc1ccc(S(=O)(=O)NCCCCCC(=O)Nc2ccccc2)cc1	1	0	0.6	-0.4	-0.1	-3.3	-0.6	-0.9	-1.4	-12	-2
COc1cccc(Nc2nc(C(N)COCc3ccccc3)cs2)n1 (stereo not given)	0	1	-1.7	-0.4	3.3	0.4	4.3	.	-0.3	7	-2
CC(=O)Nc1nnc(-c2c(-c3ccccc3Cl)noc2C)o1	-4	-5	0.2	2.0	-0.7	-0.5	1.4	2.4	-0.7	14	-1
COc1ccc(NC(=O)N2CCC(C(=O)c3ccc(F)cc3)CC2)cc1	7	3	0.5	-0.9	-1.8	-2.0	-3.1	1.9	-1.2	3	-1
c1ccc2c(c1)oc1c(Nc3ccc(CN4CCOCC4)cc3)ncnc12	-81	6	1.4	-1.6	11*	2.5	3.7	-0.3	0.4	-12	-2
Cc1nnc(SCC(=O)N2CCN(c3cccc(Cl)c3)CC2)n1C1CC1	-5	-3	-3.0	-0.1	-3.5	-2.4	0.0	-1.5	-1.2	7	4
Cc1noc(C)c1S(=O)(=O)N(CCc1ccccc1)Cc1ccccc1	-3	-1	0.7	2.2	-0.5	-2.5	1.0	0.9	-1.4	-6	7
Cc1cc2nc(-c3cccc(Cl)c3)c(CC(C)(C)C)n2c(C)c1Br	-1	-1	-0.9	1.0	2.2	3.7	.	.	-0.5	1	15*
O=C(NCCc1cnn(-c2ccccc2)c1)c1cc(COc2c(F)cccc2F)on1	-7	0	-0.7	-1.3	4.2	0.2	5.5	-1.1	-0.9	-9	0
Cc1ccc(OCc2ccc(C(=O)O)o2)cc1C	3	7	1.4	0.0	7.7	3.1	4.7	0.9	0.6	-2	-4
CCN(C[C@H]1N[C@@](C)(C(=O)OC)[C@H]2C(=O)N(Cc3ccccc3)C(=O)[C@@H]12)C(=O)C1CCCCC1	0	1	-1.3	0.6	-3.3	-1.0	2.1	-1.6	-1.4	3	7
CCn1c(C)nc2cc(S(=O)(=O)C(F)F)ccc21	0	1	-0.9	0.1	-2.0	-0.8	0.9	-0.3	-1.6	9	0
CCOC(=O)c1ccc(NC(=O)c2nc[nH]c2C(=O)NC2CCN(C(=O)OC(C)(C)C)CC2)cc1	6	-1	-0.7	-0.5	-0.4	-3.0	0.9	0.6	-0.3	12	4
CCOc1ccc(Br)cc1S(=O)(=O)N1CCSC1	-5	2	0.4	0.3	0.6	-1.0	1.4	0.2	-1.2	2	-9
CC(=O)c1ccc(NC(=O)CSc2nc3nc(C)cc(C)n3n2)cc1	4	-1	0.4	0.2	-3.4	-0.4	0.4	-0.2	-0.2	1	-1
COC(=O)[C@H](CCSC)NC(=O)Nc1ccc(OC)cc1	1	0	0.5	0.8	-1.6	-1.7	-0.2	0.5	-0.7	1	-9
C=CCOc1ccccc1/C=N/NC(=O)c1ccc(Cl)cc1Cl	-3	-3	-0.4	0.1	-0.8	-1.4	0.0	0.1	-1.5	2	1
The list continues:
SMILES	PLCb3 inh	SMARCA2 act	DAX1 inh-1	PG9 binder	hgDAF12 agonist	hcDAF12 agonist	GAA850 FXN act	DAX1 inh-2	ssDAF12 agonist	sPLA2-III inh	Rev-erbA mod
CCCC(O)(c1ccc(Cl)cc1)C(CN1CCOCC1)c1ccccc1 (stereo not given)	3	-6	-1.4	1.7	-0.1	-1.7	-2.6	0.4	-1.0	0	4
CC(=O)NNC(=O)c1cc2sccc2s1	-9	-1	0.0	-2.5	0.7	-1.9	-1.2	1.8	-1.9	-5	-4
COc1cccc(-c2cc(C(=O)NC3CCCC3)no2)c1	-3	4	5.0*	0.6	20*	5.1	1.6	1.9	0.0	-4	-3
O=C(CSc1ccc(F)cc1)Nc1ccc2c(c1)C(=O)NC2=O	-18	-2	-0.1	-0.8	3.0	-1.8	0.9	-0.2	-1.3	-3	-7
CNC(=S)N/N=C/c1c(C(=O)OC)cnn1-c1ccc(F)cc1F	-4	-4	-0.1	-0.3	-0.8	-2.0	1.8	-0.2	-0.7	14	-2
Cc1ccc(C(=O)O)cc1S(=O)(=O)NCC1CCCO1 (stereo not given)	7	-2	0.0	-1.7	-0.2	-1.9	-1.9	1.3	-1.1	-7	-7
C/C(=N\Nc1c(Cl)c(Cl)nc(C(=O)O)c1Cl)c1ccc(O)cc1	-10	-3	0.2	-0.7	-1.4	-0.8	1.1	-0.3	-0.7	-4	4
O=C(NCCc1ccc(Cl)cc1)c1ccc2nc[nH]c2c1	-5	2	-0.5	-0.8	3.0	-0.7	2.0	1.5	-1.8	-9	-1
CN1CCN(C(=O)/C=C/c2ccc(C#N)cc2)CC1	5	-1	0.2	-1.1	0.3	-0.2	0.3	0.7	-0.9	-1	1
C(=C\c1ccccc1)/CN1CCN(C(c2nnnn2Cc2ccccc2)C2CC2)CC1 (stereo not given)	-2	-6	-2.0	2.7	-0.7	0.0	.	.	-1.0	-15	2
CCOC(=O)C1=CN(Cc2ccc(Br)cc2)S(=O)(=O)N(C)C1C (stereo not given)	0	0	0.6	-0.4	0.2	-1.6	1.5	0.7	-1.1	-1	0
C/C(=C/C#N)Nc1ccc(C)cc1	-3	-4	-0.1	-2.2	-1.0	-1.1	2.4	0.8	-1.5	6	7
Cc1ccc(C(=O)NCCc2n[nH]c(=S)n2C)cc1	-1	-2	0.4	-0.4	-2.0	-0.8	4.7	-1.6	-1.0	15	0
O=C(N/N=C/c1c(F)c(F)c(F)c(F)c1F)c1ccc(Cn2cc(Br)cn2)o1	0	-4	0.3	-2.2	-2.5	-1.1	-3.8	1.1	-0.6	16	2
COC(=O)c1ccc(NC(=O)C2CCCCC2C(=O)O)cc1 (stereo not given)	9	-2	0.3	-1.4	0.8	-1.9	-1.5	0.4	-0.9	10	-2
CCn1c(/C=C/c2ccccc2[N+](=O)[O-])nc2ccccc2c1=O	-1	-4	-0.5	-2.1	-0.6	-1.1	3.0	-0.1	-1.1	7	6
CC1CCCC(NC(=O)COC(=O)c2ccccc2NC(=O)c2ccco2)C1C (stereo not given)	-3	-1	0.5	0.9	0.4	0.6	-0.7	0.3	-0.6	-1	5
O=C(COC(=O)c1ccco1)Nc1cc(S(=O)(=O)N2CCOCC2)ccc1Cl	-1	-3	0.1	-0.9	1.3	-0.3	-0.4	1.9	-1.2	5	-4
COc1ccccc1N1CCN(C(c2cccs2)C(C)NC(=O)C(=O)N2CCOCC2)CC1 (stereo not given)	-5	0	0.1	-2.8	0.0	-2.8	-0.4	-0.4	-0.9	3	-2
O=C(NC1CCCCC1)C(c1cc2ccccc2o1)n1c(=O)c(-c2ccco2)nc2ccccc21 (stereo not given)	-90	1	1.1	-0.5	2.8	9.1*	.	.	0.2	10	-5
CC(C)C(c1nnnn1C1CCCC1)N1CCC(C(N)=O)CC1 (stereo not given)	4	-4	-0.4	-1.3	1.8	-1.1	1.1	-1.1	-1.3	-3	-2
Cn1cnc(S(=O)(=O)NC2CCN(Cc3c(F)cccc3Cl)CC2)c1	0	6	2.4	-0.7	3.9	1.0	-0.8	0.7	-0.4	6	0
Cc1ccccc1NC(=O)c1ccccc1NC(=O)Cc1cccc2ccccc12	1	-1	0.4	-1.3	-1.1	0.5	1.4	-0.2	-0.4	4	-5
CCCCn1c(N)c(N(CCOC)C(=O)C2CCN(S(=O)(=O)c3ccc(Cl)cc3)CC2)c(=O)[nH]c1=O	-10	1	-0.5	0.4	-0.9	2.4	-0.2	0.5	-0.4	1	-1
COc1cccc(C(=O)N2CCC(Oc3cccnc3)CC2)c1	2	-1	1.0	.	-3.8	-1.4	.	.	-1.5	-1	-6
CN1CCN([C@H]2CS(=O)(=O)N[C@@H]2COCc2ccccc2)CC1	-2	-4	-0.4	-1.2	-1.9	1.4	.	.	-1.2	11	1
CCOC(=O)c1ccccc1NC(=O)COC(=O)CSc1ccccc1	-5	-1	0.6	-2.7	0.5	0.8	1.8	2.7	-0.7	-9	-2
Nc1nccc(-c2nn(-c3ccc(Cl)cc3)ccc2=O)n1	-28	-3	0.2	-0.7	-1.6	-0.1	-0.4	0.2	-1.2	-5	-2
Cc1ccc(CNC(=O)Nc2ccccc2)c(C)c1	-8	2	0.9	0.8	13*	1.2	6.1	0.1	0.0	10	-1

Four of the compounds above, with two lines to a compound:
Every second line gives: PLCb3 inh | SMARCA2 act | DAX1 inh-1 | PG9 binder | hgDAF12 agonist | hcDAF12 agonist | GAA850 FXN act | DAX1 inh-2 | ssDAF12 agonist | sPLA2-III inh | Rev-erbA mod
CCCC(O)(c1ccc(Cl)cc1)C(CN1CCOCC1)c1ccccc1 (stereo not given)
→ 3 | -6 | -1.4 | 1.7 | -0.1 | -1.7 | -2.6 | 0.4 | -1.0 | 0 | 4
CC(=O)NNC(=O)c1cc2sccc2s1
→ -9 | -1 | 0.0 | -2.5 | 0.7 | -1.9 | -1.2 | 1.8 | -1.9 | -5 | -4
COc1cccc(-c2cc(C(=O)NC3CCCC3)no2)c1
→ -3 | 4 | 5.0* | 0.6 | 20* | 5.1 | 1.6 | 1.9 | 0.0 | -4 | -3
O=C(CSc1ccc(F)cc1)Nc1ccc2c(c1)C(=O)NC2=O
→ -18 | -2 | -0.1 | -0.8 | 3.0 | -1.8 | 0.9 | -0.2 | -1.3 | -3 | -7

Source: PubChem BioAssay
